# FN deposition inh: fibronectin deposition inhibition; AH1F fibroblasts, Alexa488-fibronectin deposition fluorescence, overnight; inhibition, % at 12.6 µM; 350,000 tested, 0.086% active;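 active means mean inhibition across replicates of 30% or more, regardless of how many single replicates reach that level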;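 further: positive control wells lacked labelled fibronectin entirely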
#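 test system = AH1F fibroblasts assembling fluorescent fibronectin matrix | quantity = 10000 AH1F cells per well | buffer or medium = DMEM plus 2% serum, read in PBS | doses = single dose, pinned | incubation = 1 h cell attachment, overnight exposure to compound and label | detection = fluorescence at 485 nm excitation, 525 nm emission | read-out basis = inhibition from reduced deposited-fibronectin fluorescence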
# miR-122 sensor: miR-122 inhibition in Huh7 cells; Huh7 miR-122 Renilla luciferase sensor, 48 h; neutral wells = 0, positive control = 100; activation (reporter increase), % at 12.5 µM; 340,000 tested, 0.3% active;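 active means mean replicate activation score at least 90 and every replicate individually at or above 90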;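 further: higher luciferase means less miR-122 activity so hits act as miR-122 inhibitors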
# PglD DTNB: blocks C. jejuni PglD acetyltransferase activity; inhibition, % at 12.5 µM; purified PglD enzyme, DTNB colorimetric CoA detection; AID 602405; 360,000 tested, 0.098% active; in the data active means inhibition above about 16%, passing the limit was not always enough; further: strong numbers were not always called active
# Statin myotox sup: suppression of simvastatin myotoxicity; C2C12 myotubes + simvastatin, ATP luminescence, 48 h; scaled: DMSO 0, geranylgeraniol control 100; rescue of ATP level, % at 7.49 µM; 330,000 tested, 0.78% active; AID 602340;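 active means mean ATP rescue above about 67%, or every replicate alone reaching that limit, limit read from the data, passing the limit was not always enough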;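 further: myotubes were challenged with 10 µM simvastatin during compound exposure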
# Cneo AK release: causes C. neoformans cell lysis. lysis activity, % at 15 µM. 360,000 tested, 0.2% active. adenylate kinase release luminescence, 4 h; normalised: neutral wells 0, clomiphene wells 100. AID 651654;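 active means mean lysis activity across replicates of at least 80%, whatever share of replicates individually reach that level; inactive means mean lysis activity below 80%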
#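 Material: C. neoformans cells | Amount: Yeast cell density of 5 × 10^6 cells/mL | Medium: Fresh YPD growth medium | Dosing: Single dose | Times: Static 4 h at 37 °C with compound, 1 h detection | Detection: AK luminescence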
# PGC1a acetyl inh: lowers PGC1a acetylation signal in U2OS cells | inhibition, % at 15.6 µM | AlphaScreen anti-acetyl-lysine; with virally co-expressed GCN5 acetyltransferase | AID 651687 | 350,000 tested, 0.17% active;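 active means every replicate shows inhibition of at least 40%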;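 further: 0% = neutral control wells and 100% = positive control wells; some results beyond the cut were filed as inactive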
# GSIS activator: GLuc luminescence reporter in INS-1E cells, primary screen for activators of glucose-dependent secretion of insulin; INS-1E GLuc reporter insulin secretion, 2-3 h; activation, % at 16.6 µM; 370,000 tested, 0.61% active; AID 743287;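 active means lowest replicate activation of at least 40%, so every replicate reaches that level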;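 further: 0% = median of neutral control wells and 100% = median of IBMX positive control wells; some compounds called inactive have numbers as strong as hits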
# F508del corr: CFTR F508del correction in bronchial cells | CFBE cells, YFP halide quenching; stimulated with forskolin plus potentiator P3; % fluorescence drop versus neutral controls | activity (quench increase), % at 7.58 µM | 350,000 tested, 0.36% active | AID 720511;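 active means mean added fluorescence quench of at least 8% versus neutral control, with both replicates also reaching 8%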;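 further: cells transiently co-express mutant CFTR-F508del with the halide-sensitive YFP; corrector assay measuring rescue of mutant channel to the surface after 24 h compound exposure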
# An asterisk follows results filed as active; . = not tested or not shown; [ ] = dose if it differs, or a comment.
SMILES,FN deposition inh,miR-122 sensor,PglD DTNB,Statin myotox sup,Cneo AK release,PGC1a acetyl inh,GSIS activator,F508del corr
Cc1cccc(NS(=O)(=O)c2ccc(C)c(C(=O)NCC(c3cccs3)N3CCOCC3)c2)c1 (stereo unspecified),1,55,-2,0,1,.,-28,3.3
COc1ccc(/C=N/NC(=O)c2ccc3nc[nH]c3c2)cc1,9,1,-3,.,1,2,6,1.0
CN1C(=O)c2cc(NC(=O)c3cccc(F)c3)ccc2OC[C@H]2O[C@@H](CC(=O)NC3CCC3)CC[C@@H]21,-11,.,.,.,.,5,0,0.8
O=C(O)c1cccc(S(=O)(=O)Nc2ccc3oc(=O)sc3c2)c1,.,0,-6,2,-1,6,.,.
CCOc1ccc(NC(=O)c2ccc3c(c2)S(=O)(=O)N=C2CCCCCN23)cc1,9,-9,1,7,0,-34,2,-1.4
CC(=O)C1=C(C)Nc2ncnn2C1c1ccc(O)cc1 (stereo unspecified),4,-11,-1,-3,-2,-5,0,-3.7
O=C(NCCC1CCCCN1S(=O)(=O)c1ccccc1)C(=O)Nc1ccccc1F (stereo unspecified),8,.,-3,-15,-1,.,14,-0.8
CCOC(=O)N1CCC(NC(=O)c2cc(C(=O)Nc3ccc(OC)c(OC)c3)ccc2CO)CC1,.,-2,8,.,1,-2,0,.
COC(=O)c1cc2occc2n1Cc1nc(-c2ccccc2Cl)oc1C,-4,5,2,-27,-1,-5,0,1.7
C#CCCOC(=O)N1C2=NC(C(=O)OC)=C(C(=O)OC)[C@@H]3N(C)c4ccccc4[C@]23C[C@H]1C(=O)OC,-14,5,5,-5,7,.,-18,6.3
Cn1cnnc1SCC(=O)c1c[nH]c2ccccc12,.,4,4,6,-1,-1,-3,-1.8
COc1ccc(N2CCN(C(c3ccc4ncccc4c3)c3nnnn3C(C)(C)C)CC2)cc1 (stereo unspecified),-5,.,.,.,.,-11,-7,1.5
CC(C)(C)C(=O)NCCCc1nc2ccccc2n1CCCOc1ccc(Cl)cc1,.,-2,0,28,-1,-18,-17,.
NC(=O)C1CN(S(=O)(=O)c2ccc(Cl)cc2F)c2ccccc2O1 (stereo unspecified),2,.,5,6,-2,.,15,-1.9
C/C=C/c1cnc2c(c1)C(=O)N([C@@H](C)CO)C[C@@H](C)[C@H](CN(C)S(=O)(=O)c1ccc(F)cc1)O2,.,-3[16.7 µM],1,12,-3,6,5,0.1
CCCCCCCOc1ccc(OC(=O)c2cccnc2)cc1,.,4,0,11,-4,-10,.,.
NC(=O)COC(=O)c1ccc(Oc2ccccc2)cc1,2,0,1,8,0,2,-6,.
CC(C)CC1NC(=O)N(CC(=O)Nc2cc(S(=O)(=O)N3CCOCC3)ccc2Cl)C1=O (stereo unspecified),1,1,0,3,0,5,-17,4.2
O=c1ccc(S(=O)(=O)N2CCCC2)cn1Cc1nc(-c2ccccc2)no1,10,5,5,-12,3,3,-18,1.8
CN1C(=O)c2cc(NC(=O)c3ccc(F)cc3)ccc2OC[C@H]2O[C@@H](CC(=O)NCC3CCCCC3)CC[C@@H]21,2,2[16.7 µM],0,20,0,-2,-15,-3.0
Cc1nnc(C)n1/N=C/c1ccc2c(c1)OCCO2,0,-5,3,-3,-2,1,.,.
CCOC(=O)CNC(=O)Cn1cnc2c(nnn2-c2ccc(F)cc2)c1=O,.,6,3,4,1,5,14,-0.9
C[C@@H]1CN([C@H](C)CO)C(=O)Cc2cc(NC(=O)C3CC3)ccc2O[C@H]1CN(C)S(C)(=O)=O,.,-2[16.7 µM],3,1,7,.,16,-2.4
O=C(Oc1ccc(C(=S)N2CCOCC2)cc1)c1ccccc1F,5,4,4,-12,-1,.,5,-0.4
C[C@H]1CN([C@@H](C)CO)C(=O)Cc2cc(NC(=O)Cn3cnnn3)ccc2O[C@H]1CN(C)Cc1ccc(C(=O)O)cc1,.,-7[16.7 µM],1,-22,0,13,7,-2.3
COc1cccc(OC)c1OCCN1CCN(C(c2ccccc2)c2ccccc2)CC1,-3,-3,4,26,0,-22,-33,-2.1
O=C(COC(=O)CN1C(=O)c2ccccc2C1=O)Nc1ccccc1,-9,-6,5,-1,-1,.,.,4.4
CCN(CC)CCNC(=O)c1ccc(NC(=O)c2cccc(S(=O)(=O)N3c4ccccc4CC3C)c2)cc1 (stereo unspecified),-1,7,-2,.,0,-5,-11,-2.6
Cc1ccc(-c2ccc3c(c2)O[C@@H](CN(C)Cc2ccc(F)cc2)[C@@H](C)CN([C@H](C)CO)S3(=O)=O)cc1,2,13[16.7 µM],-2,5,83*,-22,-1,4.8
CC1=CC(=C(C#N)C#N)C=C(C)N1CCN1CCNCC1,-12,5,.,4,.,-8,12,-0.2
CCOC(=O)c1ccc(N2CCOCC2)c(NC(=O)c2nccnc2C(=O)O)c1,2,-5,7,.,0,1,2,-0.6
O=C(C1CCC1)N1CC(=O)N2[C@H](CO)[C@H](c3ccc(C#CCc4ccccc4)cc3)[C@@H]2C1,-13,.,.,.,.,-7,-6,0.1
O=C(c1ccco1)N(Cc1ccc(Cl)cc1)Cc1ccco1,15,0,4,12,-3,-5,29,2.3
C[C@H]1CN([C@@H](C)CO)C(=O)c2cc(NC(=O)CCC(F)(F)F)ccc2O[C@@H]1CN(C)C(=O)Nc1ccccc1,4,6[16.7 µM],2,7,0,3,4,0.9
CC(C)C#Cc1ccc2c(c1)O[C@H](CN(C)C(=O)c1ccccn1)[C@@H](C)CN([C@@H](C)CO)S2(=O)=O,.,11[16.7 µM],3,1,58,24,5,2.1
Cc1c(C#N)c2ccccc2n1CC(=O)NCc1cccnc1,.,-3,5,.,1,-2,.,.
CC1C(=O)N2CCCc3cc(S(=O)(=O)N(C)c4ccccc4)cc1c32 (stereo unspecified),6,-1,-1,1,1,3,-4,-0.6
O=C(C[C@@H]1CC[C@H](NC(=O)C2CC2)[C@H](CO)O1)Nc1ccccc1,-3,.,1,-14,-2,3,7,0.0
O=C(N/N=C/c1cccnc1)NC12CC3CC(CC(C3)C1)C2,5,-2,3,.,0,3,.,1.5
C[C@H](CO)N1C[C@H](C)[C@H](CN(C)S(=O)(=O)c2cn(C)cn2)OCCCC[C@H](C)Oc2ccc(NC(=O)c3ccccc3)cc2C1=O,-5,4[16.7 µM],1,.,2,4,1,-0.2

# Arranged by SMILES length (largest number first): some entries from above
SMILES,FN deposition inh,miR-122 sensor,PglD DTNB,Statin myotox sup,Cneo AK release,PGC1a acetyl inh,GSIS activator,F508del corr
C[C@H]1CN([C@@H](C)CO)C(=O)c2cc(NC(=O)CCC(F)(F)F)ccc2O[C@@H]1CN(C)C(=O)Nc1ccccc1,4,6[16.7 µM],2,7,0,3,4,0.9
CCOC(=O)CNC(=O)Cn1cnc2c(nnn2-c2ccc(F)cc2)c1=O,.,6,3,4,1,5,14,-0.9
O=C(N/N=C/c1cccnc1)NC12CC3CC(CC(C3)C1)C2,5,-2,3,.,0,3,.,1.5
O=C(Oc1ccc(C(=S)N2CCOCC2)cc1)c1ccccc1F,5,4,4,-12,-1,.,5,-0.4

# More compounds.
SMILES,FN deposition inh,miR-122 sensor,PglD DTNB,Statin myotox sup,Cneo AK release,PGC1a acetyl inh,GSIS activator,F508del corr
C[C@@H]1CN([C@H](C)CO)C(=O)Cc2cc(NC(=O)C3CCCCC3)ccc2O[C@H]1CN(C)C(=O)Nc1ccc2c(c1)OCO2,.,-3[16.7 µM],-3,-9,13,-2,14,1.5
COc1ccc(OCC(=O)NNC(=O)CCc2ccccc2)cc1,-13,-4,-1,2,1,5,6,9.8*
N#Cc1c(C(F)(F)F)cc(-c2ccccc2)nc1SCC(=O)Nc1sc2c(c1C#N)CCC2,.,19,1,.,-1,10,.,.
CCCCc1c(C)c(C#N)c2[nH]c3ccccc3n2c1=O,.,10,-2,-28,4,-5,.,.
CN(C)CCN1C(=O)c2cccc3cc([N+](=O)[O-])cc(c23)C1=O,-12,1,.,.,.,14,.,1.1
Cc1ccc(Nc2nc(N)nc(CN3CCN(c4ccccc4F)CC3)n2)cc1,-1,2,-9,-4,5,-4,.,.
NNc1nc(-c2ccccc2Cl)c2cc(Br)ccc2n1,-10,14,4,8,1,-8,1,-2.3
CCOC(=O)[C@@H]1[C@H]2COc3ccc(Br)cc3[C@H]2N2C(=O)N(c3ccc(C(F)(F)F)cc3)C(=O)[C@]12C,-21,-2,3,-11,2,-13,-12,2.3
CC(C)c1cc(NCCCN2CCOCC2)n2c(nc3ccccc32)c1C#N,-1,-4,1,-9,2,.,-14,.
O=C(Cc1ccc(Cl)cc1)OCC(=O)c1ccc[nH]1,-2,-2,-3,3,-2,5,-2,23*
COc1ccc(S(=O)(=O)N(C)CC(=O)NCCN2CCOCC2)cc1,0,.,1,6,-1,.,0,-1.7
CCOC(=O)c1cnn(Cc2ccc(C)cc2)c1N,.,3,2,-8,3,5,1,3.4
CN(C)S(=O)(=O)c1ccc(NC(=O)COC(=O)Cn2[nH]c(=O)c3ccccc3c2=O)cc1,0,-2,1,15,11,-12,-9,2.2
CCCCCCCCN=C1NC(=O)CS1,.,-2,.,.,.,1,-4,-0.9
C[C@@H]1CN([C@H](C)CO)C(=O)Cc2cc(NC(=O)Cc3ccccc3)ccc2O[C@H]1CN(C)C(=O)Nc1ccc(C(F)(F)F)cc1,.,-1[16.7 µM],-2,-8,-1,0,-13,-0.2
COc1ccc(S(=O)(=O)Nc2cccc3c2O[C@H](CN(C)C(=O)NC(C)C)[C@@H](C)CN([C@@H](C)CO)C3=O)cc1,.,10[16.7 µM],3,.,0,3,24,-1.8
CCCCn1cnc2c(cnn2-c2ccc(F)cc2)c1=O,.,-2,1,.,-7,6,.,.
COc1cc(-c2nc(-c3cccnc3)no2)cc(OC)c1OC,2,-21,4,4,-2,7,15,.
O=C(COc1ccccc1[N+](=O)[O-])N/N=C/c1ccc(O)cc1,-3,-1,-4,.,-2,6,25,-4.1
O=C(Nc1ccccc1F)N1C[C@H]2[C@@H](c3ccccc31)[C@H](CO)N2C(=O)C1CC1,3,0[16.7 µM],9,-1,-2,4,4,-0.3

# The last 2 compounds of the section above open the next one:
SMILES,FN deposition inh,miR-122 sensor,PglD DTNB,Statin myotox sup,Cneo AK release,PGC1a acetyl inh,GSIS activator,F508del corr
O=C(COc1ccccc1[N+](=O)[O-])N/N=C/c1ccc(O)cc1,-3,-1,-4,.,-2,6,25,-4.1
O=C(Nc1ccccc1F)N1C[C@H]2[C@@H](c3ccccc31)[C@H](CO)N2C(=O)C1CC1,3,0[16.7 µM],9,-1,-2,4,4,-0.3
C[C@@H]1CN([C@H](C)CO)C(=O)c2cc(C#CC3CCCCC3)cnc2O[C@@H]1CN(C)S(=O)(=O)c1cccc(F)c1,8,-27[16.7 µM],7,-7,-3,8,-17,7.4
COc1ccc(C(=O)NC2CCSC2=O)cc1 (stereo unspecified),8,1,.,-23,6,-13,.,.
CN1OC[C@@H]2CN(C(=O)C(C)(C)C)[C@H](c3ccc(-c4cc5ccccc5o4)cc3)C[C@@H]21,9,1,9,4,0,-10,-6,0.2
CN1CCc2c(sc3c2C(=O)NC(c2cccc(OC(=O)c4cccs4)c2)N3)C1 (stereo unspecified),-12,-3,-5,-35,-3,-4,-2,4.4
N#C[C@@H]1[C@H](c2ccc(-c3ccccc3F)cc2)[C@@H](CO)N1C(=O)c1ccccn1,1,.,0,4,-2,-1,1,-0.5
CCOC(=O)[C@@H]1[C@H]2COc3ccccc3[C@H]2N2C(=O)N(c3cccc(C)c3)C(=O)[C@]12C,0,-1,-5,4,3,-1,-5,-3.5
CN1C(=O)c2cc(NC(=O)c3cccc(F)c3)ccc2OC[C@@H]2O[C@@H](CC(=O)NCc3ccccc3)CC[C@H]21,-15,-29[16.7 µM],-3,-10,52,-7,-6,1.5
CC(Sc1nnc2ccccn12)C(=O)Nc1ccc(Cl)cn1 (stereo unspecified),.,2,7,25,0,-6,.,.
